Compound activity deposited in PubChem BioAssay by several laboratories.
hK5 inh: inhibitors of human kallikrein 5 | Q9Y337 | recombinant hK5, fluorogenic AMC substrate cleavage | inhibition, % at 5 µM | hit rate 0.59% among 210,000 | AID 873;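 active = inhibition of 40% or more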;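 also: 0% = enzyme controls without compound and 100% = no-enzyme blanks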
Mdm2 ligase inh: inhibitors of human Mdm2 E3 ubiquitin ligase; Q00987; cell-based MDM2 ubiquitination luciferase reporter, 2 h; 0 = plate control, 100 = twice control, blank-subtracted; signal enhancement, % at 5 µM; hit rate 0.11% among 210,000; AID 1230;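 active = signal enhancement of 30% or more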;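 also: luminescence tracks abundance of the self-degrading MDM2-luciferase fusion protein; higher signal means inhibition of MDM2 E3 ligase activity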
Target sequence (Q00987 whole entry, looked up, the tested form may be a part): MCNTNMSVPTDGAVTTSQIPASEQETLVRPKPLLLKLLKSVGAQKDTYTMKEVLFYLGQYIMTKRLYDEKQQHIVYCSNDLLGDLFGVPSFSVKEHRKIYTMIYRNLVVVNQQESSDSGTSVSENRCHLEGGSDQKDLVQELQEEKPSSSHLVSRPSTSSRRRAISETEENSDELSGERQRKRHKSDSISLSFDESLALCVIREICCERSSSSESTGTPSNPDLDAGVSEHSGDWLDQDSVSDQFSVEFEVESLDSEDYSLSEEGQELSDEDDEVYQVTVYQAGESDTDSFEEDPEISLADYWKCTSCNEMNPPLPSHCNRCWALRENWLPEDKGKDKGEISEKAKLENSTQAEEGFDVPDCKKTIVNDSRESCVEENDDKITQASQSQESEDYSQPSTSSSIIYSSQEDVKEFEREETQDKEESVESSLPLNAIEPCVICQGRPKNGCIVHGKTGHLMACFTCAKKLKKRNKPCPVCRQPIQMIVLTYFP
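test system = mammalian cells stably expressing self-ubiquitinating, self-degrading MDM2 E3–luciferase fusion | quantity = 2000 cells/well | incubation = cell settling 4 h, compound treatment 2 h, both 37 °C | signal = luminescence with SteadyLite reagent, 15 min at room temperature | evaluation = % enhancement relative to plate controls after blank subtraction | benchmarks = plate controls and plate blanks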
Rad51 HR inh: blocks human Rad51 in homologous recombination; inhibition, % at 10 µM; AID 1385; hRad51 DNA strand exchange, fluorescence dequenching; Q06609; hit rate 0.085% among 200,000;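 active = inhibition above 40% at the single screening dose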;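 also: 0% = DMSO control wells and 100% = blanks with heterologous ssDNA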
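Assay system: Human Rad51 nucleoprotein filaments preassembled on unlabelled ssDNA | Reagent: Donor/quencher-labelled 47-bp dsDNA substrate | Doses: One concentration, 10 µM final | Times: 37 °C 15-min filament assembly, 30-min compound preincubation, 15-min exchange | Technique: Fluorescein emission 520 nm, excitation 485 nm | Benchmarks: Plate control and blank wells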
FXIa inh: blocks human coagulation factor XIa protease activity. inhibition, % at 5 µM. purified FXIa, Boc-Glu-Ala-Arg-AMC fluorogenic substrate. hit rate 0.14% among 220,000;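 active = inhibition of at least 40%; inactive = inhibition below 40%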;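 also: fluorescence of freed AMC excited at 355 nm; 0% = enzyme without compound and 100% = no enzyme blank; many of its hits are not listed in these tables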
p97 inhibitor: human p97 ATPase inhibition; P55072; recombinant p97 ATPase, Kinase-Glo ATP luminescence, 3 h; inhibition, % at 8 µM; hit rate 0.42% among 220,000; AID 1481; in the data active = inhibition above about 15%;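 also: 0% = DMSO vehicle and 100% = wells lacking enzyme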
14-3-3 Bad PPI: disrupts binding of bovine 14-3-3 zeta to phospho-Bad peptide | hit rate 0.71% among 220,000 | TR-FRET 14-3-3zeta/Dy647-pBad peptide displacement, 1 h | P63103 | inhibition, % at 21.7 µM;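 active = inhibition above about 70%, limit read from the data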;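 also: 0% = full 14-3-3 plus peptide FRET controls and 100% = background without 14-3-3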
Wee1 stabilizer: human Wee1 degradation inhibition, primary screen | reporter increase, % at 5 µM | AID 1321 | P30291 | HeLa Luc-Wee1K328M stability, luciferase luminescence; 100% = proteasome inhibitor MG132 effect | hit rate 1.2% among 220,000;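 active = activation above the mean of all tested compounds plus 3 SD, set per screening run, cut at about 8.8% in these data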;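 also: cells exposed to compound for 20 h before luminescence read; 0% = DMSO alone and 100% = MG132 at 30 µM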
eIF4E-4G inh: inhibitors of eIF4E and eIF4G interaction in translation initiation | P63073+Q04637 | TR-FRET eIF4E-eIF4GI(517-606) binding, 2 h | inhibition, % at 21.7 µM | hit rate 0.37% among 220,000 | AID 782;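 active = inhibition above about 30%, limit read from the data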;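 also: 0% = full FRET control wells and 100% = background wells lacking eIF4GI fragment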
FXIIa inh 1536: factor XIIa (human) inhibition. P00748. purified FXIIa, Boc-QGR-AMC fluorogenic substrate, 2 h. inhibition, % at 5 µM. hit rate 0.3% among 220,000; in the data active = inhibition above about 40%;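 also: 0% = enzyme with no compound and 100% = blank without enzyme; many of its hits are not listed in these tables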
Target sequence (P00748 20-372 limits assumed): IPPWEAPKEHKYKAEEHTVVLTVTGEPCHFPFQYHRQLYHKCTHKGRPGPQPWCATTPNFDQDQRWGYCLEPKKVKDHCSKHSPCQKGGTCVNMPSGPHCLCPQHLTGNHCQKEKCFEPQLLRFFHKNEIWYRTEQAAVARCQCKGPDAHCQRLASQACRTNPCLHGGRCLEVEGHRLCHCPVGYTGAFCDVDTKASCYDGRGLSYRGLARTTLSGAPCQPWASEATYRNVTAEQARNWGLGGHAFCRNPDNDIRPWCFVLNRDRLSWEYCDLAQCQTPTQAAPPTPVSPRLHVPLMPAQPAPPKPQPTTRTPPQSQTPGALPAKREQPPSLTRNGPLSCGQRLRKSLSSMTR
Target sequence (P00748 373-615 limits assumed): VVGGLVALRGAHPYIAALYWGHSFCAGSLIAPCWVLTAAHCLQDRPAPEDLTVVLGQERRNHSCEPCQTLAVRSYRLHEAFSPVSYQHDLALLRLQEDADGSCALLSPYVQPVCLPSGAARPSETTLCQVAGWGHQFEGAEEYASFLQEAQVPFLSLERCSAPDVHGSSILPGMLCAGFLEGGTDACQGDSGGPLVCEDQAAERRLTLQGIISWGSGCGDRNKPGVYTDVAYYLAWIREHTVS
Numbers without * were called inactive; / = no result given; [ ] = another dose, or the depositor's remark.

Fields: hK5 inh, Mdm2 ligase inh, Rad51 HR inh, FXIa inh, p97 inhibitor, 14-3-3 Bad PPI, Wee1 stabilizer, eIF4E-4G inh, FXIIa inh 1536
- Cc1ccc(C(N)=S)c(C)c1
  -15, -18, 2, 4, 2, -12, -1, 4, 3
- CN1CCC(NC(=O)Cc2c(F)cccc2Cl)CC1
  -12, -6, /, -6, 0, -3, 0, 4, 1
- O=c1cc(COn2nnc3ccc(C(F)(F)F)cc32)nc2sccn12
  27, -6, 0, -2, 3, -8, -1, 4, 3
- COc1ccc(CNC(=O)CN2CCN(S(=O)(=O)c3cccs3)CC2)cc1OC
  2, -17, -2, 5, -3, -3, -4, -2, 12
- CCN1CCN(C2=C(Cl)C(=O)N(Cc3ccccc3)C2=O)CC1
  -12, 6, -3, 8, -3, -8, -3, 2, 17
- O=C1C2CCCN2C(c2ccc(F)cc2)N1c1cccc(Cl)c1 (configuration not stated)
  -12, -7, -3, 1, -6, 2, -2, 0, 15
- c1ccc(Oc2cccc3cccnc23)nc1
  -2, -2, -12, -1, 3, -5, 2, 2, 0
- COc1ccc(CNC(=O)C(=O)NCC2CCCO2)cc1 (configuration not stated)
  2, -16, -1, 2, -4, 6, 0, 0, -9
- Nc1c(NCc2ccccc2)c(=O)[nH]c(=O)n1Cc1ccccc1
  -5, -23, 3, 4, 4, -8[fluorescence artefact?], 0, 3[fluorescence artefact?], 19
- CSc1ccc(/C=C(\C#N)C(=O)NC2CCCCC2C)cc1 (configuration not stated)
  13, 13, 20, 30, 4, -8[fluorescence artefact?], 0, -1, 14
- CCOC(=O)N1CCN(CC(=O)c2c(C)[nH]c3ccccc23)CC1
  3, 15, 3, 4, 3, -2, 1, -2, 4
- COCCNC(=O)CSc1nc2cc3c(cc2c(=O)n1CCCC(=O)NCc1ccc(OC)cc1)OCO3
  -23, -2, 16, -8, 0, 19, 1, 2, 3
- Cc1nc2scc(-c3ccc(Cl)cc3)c2c(=O)n1N
  1, -16, 1, 16, 3, -11, 3, 0, 16
- O=C(Nc1ccccc1)C1CCCN1/C=C/C(=O)C(F)(F)F (configuration not stated)
  -5, -6, 5, 0, 4, -2, 3, -1, 0
- O=C(Oc1c(Br)cc(Br)c2cccnc12)N1CCCCC1
  -4, -5, 2, -7, -4, -4, 2, 2, 0
- COc1ccc(C)cc1N(CC(=O)Nc1cccc(N(C)S(C)(=O)=O)c1)S(C)(=O)=O
  -13, -34, -4, -3, 2, -5, 2, 7, 15
- CCOc1cc(/C=N/NS(=O)(=O)c2ccccc2)ccc1OS(=O)(=O)c1ccc(C)cc1
  -8, -4, 10, -3, 0, -9, -1, -4, 22
- CCOc1cc(/C=N/O)ccc1OS(=O)(=O)c1ccc(C)cc1
  -10, 2, -9, 5, 1, 2, -3, 11, 23
- COc1ccc(C(=O)C2CCCN(Cc3c(C)[nH]c4ccccc34)C2)c(OC)c1 (configuration not stated)
  /, -10, 6, 3, 7, -12, -3, 0, 11
- CN(c1ccccc1)c1nc(N)c([N+](=O)[O-])c(N2CCOCC2)n1
  2, -10, 32, 3, 4, 4, -2, -2, 5
- O=C(Nc1nnc(-c2ccccc2Cl)o1)c1ccco1
  -18, -12, -4, -13, -2, 5, -1, -1, -7
- CCC(C)(C)NC(=O)C(c1ccncc1)N(C(=O)Cn1nnc2ccccc21)c1cc2c(cc1C(C)=O)OCO2 (configuration not stated)
  -2, 2, /, -5, 1, -1, 14*, -1, 8
- COCCCNC(=O)NC(=O)c1ccccc1
  -7, 4, /, 3, 1, 4, -3, 2, 8
- Cc1ccc(C(=O)N2CCN(S(=O)(=O)c3ccc(C)cc3)CC2)cc1
  9, -16, -6, 2, 0, -18, 8, -1, 5
- O=C(NCc1cccs1)c1cc(-c2cccc(Cl)c2)on1
  -2, -1, -1, 1, -1, 6, 5, 0, 8
- CCCCCCOc1ccc(OC(=O)c2ccncc2)cc1
  -3, 6, 0, 7, -6, 9[fluorescence artefact?], 1, 1, 14
- O=C(O)CCCC(=O)N1N=C(c2ccccc2)CC1c1ccc2nccnc2c1 (configuration not stated)
  0, -15, -8, -3, 1, 4, 0, 3, 7
- CCOC(=O)C1=C(C)Nc2ncnn2C1c1cc(OC)ccc1OC (configuration not stated)
  -2, 12, -4, 2, 1, -6, 1, -2, 3
- CC1=NN(C(N)=S)C(C)(C)C1
  -3, -2, 14, 0, 11, -8, 0, -1, 1
- N#C/C(=C\c1c[nH]c2ccccc12)C(=O)Nc1ncc(Cc2ccc(Cl)cc2Cl)s1
  -1, -9, -2, -3, 1, -1[fluorescence artefact?], 0, 1, 5
- CCCCn1c(SCC(=O)NCc2ccco2)nnc1-c1ccoc1C
  -50, -10, -12, -11, 1, 8, -1, 4, -1
- COC(=O)CSc1nnc(SCc2ccccc2)s1
  -17, -13, 2, -1, 0, -1, -1, 0, 18
- COc1ccc(CCNC(=O)c2cccnc2)cc1OC
  -24, -24, -7, -9, 0, 3[fluorescence artefact?], -2, 3[fluorescence artefact?], 7
- COn1c(-c2ccccc2)nc2c1CCc1c-2no[n+]1[O-]
  7, -16, -2, 10, 8, -3, -2, 2, 19
- O=C(NCC1CCCO1)C1CCN(C2CCN(Cc3ccco3)CC2)CC1 (configuration not stated)
  1, -2, 9, -4, -1, -5, 0, -1, 7
- COc1ccc(NC(=O)CS(=O)CC(=O)Nc2ccc(OC)c(OC)c2)cc1 (configuration not stated)
  -11, -12, 0, -12, -2, -20, 3, -2, 2
- O=C(c1ccc(NS(=O)(=O)c2cccs2)cc1)N1CCN(c2ccccc2Cl)CC1
  -17, -7, 4, -3, 3, -6, 0, -6, -4
- O=C(Nc1ccc(Cl)cc1)c1csc(Cc2ccccc2)n1
  -8, -10, 7, -3, 4, -11, 1, 2, 1
- O=[N+]([O-])c1ccc2c(c1)nc1n2CCCCC1
  3, -4, -9, 0, 2, 9, 0, 7, /
- Cc1ccc(/C=C/C(=O)N2CCN(S(=O)(=O)/C=C/c3ccccc3)CC2)o1
  0, /, 3, -3, 2, 0, -1, -11, 12

The list goes on, starting with the last 2 of the part before.
Fields: hK5 inh, Mdm2 ligase inh, Rad51 HR inh, FXIa inh, p97 inhibitor, 14-3-3 Bad PPI, Wee1 stabilizer, eIF4E-4G inh, FXIIa inh 1536
- O=[N+]([O-])c1ccc2c(c1)nc1n2CCCCC1
  3, -4, -9, 0, 2, 9, 0, 7, /
- Cc1ccc(/C=C/C(=O)N2CCN(S(=O)(=O)/C=C/c3ccccc3)CC2)o1
  0, /, 3, -3, 2, 0, -1, -11, 12
- O=C(CSCc1ccc(Cl)cc1Cl)Nc1nccs1
  -3, -8, /, 6, -5, 8, -2, 2[fluorescence artefact?], 5
- Cc1nn(-c2ccccc2Cl)c(Cl)c1/C=C(\C#N)C(N)=O
  -7, 8, -31, 7, 4, 1[fluorescence artefact?], 1, 2, 14
- CCOCCCn1c(=S)[nH]c2cc(C(=O)NCC(OC)OC)ccc2c1=O
  -10, -8, 7, -3, 3, -4, 1, -2, 6
- Cc1cc(C(=O)N/N=C2/CC(C)CC(C)(C)C2)c(C)o1 (configuration not stated)
  -3, -13, /, -5, 2, -3, -1, -1, 5
- CCOc1ccc(NC(=S)Nc2cccc3cnccc23)cc1
  -16, -23, 8, 8, 0, 0, -2, 3, 14
- CCO[C@H]1OC(C(=O)NCc2ccccc2)=C[C@@H](C)[C@@H]1CCCO
  1, /, 2, 4, 1, 1, -3, -4, 8
- Cc1ccccc1Nc1nnc(SCC(=O)Nc2ccccc2[N+](=O)[O-])s1
  -7, -9, 3, 3, 4, 1[fluorescence artefact?], 0, 2, 3
- COc1ccc(CC2(CO)CCN(C(C)Cc3ccc(Cl)cc3)CC2)cc1 (configuration not stated)
  /, -13, /, -2, 1, -3, -4, 2, 3
- O=C(NCC1CCCO1)c1cc(C(=O)C2CCCCC2)c[nH]1 (configuration not stated)
  -8, -7, 1, -8, 3, 0, 2, -2, -1
- COc1ccccc1N1CCN(C2CCN(S(=O)(=O)c3ccc(C)cc3)CC2)CC1
  -3, -11, /, 0, 3, 9, 1, -4, 2
- O=C(C[n+]1ccc2ccccc2c1)c1cccc2ccccc12
  0, -11, -1, -6, 3, 17, 0, 11, 4
- CC1CCC(N2CCN(c3ncccn3)CC2)C1 (configuration not stated)
  -14, -5, -8, -6, -2, 59[fluorescence artefact?], -3, 0[fluorescence artefact?], -16
- CCCCn1c(S(=O)(=O)O)nc2ccccc21
  -6, 7, 0, 0, 7, 12, 1, 2[fluorescence artefact?], -6
- Cc1nc(N/N=C/c2ccccn2)sc1C
  -9, -86, 2, 5, -47, -10, -1, -6, 20
- O=C(O)c1ccc(-c2nc(-c3ccccc3)c(-c3ccccc3)[nH]2)cc1
  -89, -15, 8, 1, 1, -13[fluorescence artefact?], 0, 4, -8
- COC(=O)c1ccccc1NC(=S)NC(C)=O
  -5, -16, -2, 12, -2, -4, 2, -5, 3
- Fc1cccc(NCc2cn3ccccc3n2)c1
  -7, -23, 2, 3, 6, 9, 2, 3, 6
- COc1ccc(NC(=O)CSc2nnc(C3CCCCC3)n2-c2ccccc2)cc1
  7, 1, -8, -21, -6, 8, -1, 2[fluorescence artefact?], 14
- C/C(=N\NC(=O)c1nnn(-c2nonc2N)c1COc1ccc(F)cc1)c1ccc(Cl)cc1
  3, -12, 20, 2, 3, 1, -1, 5, 11
- Cc1nc(N2CCN(C(=O)c3ccc(Cl)cc3)CC2)c(C#N)c2c1COC(C)(C)C2
  11, -6, 1, -7, -4, 6[fluorescence artefact?], -1, 8, -2
- Cc1ccc(C(=O)c2nc3c(n2O)CCCC3)cc1
  -14, -14, -2, -1, 5, -9, 0, -2, 15
- O=c1[nH]c(CN2CCN(c3ccccc3)CC2)nc2scc(-c3ccccc3)c12
  -14, 21, -14, 10, 4, -7[fluorescence artefact?], 7, -1, 10
- CCOC(=O)c1nc(C)c(C(C)=O)s1
  0, 5, 0, 0, /, 4, /, -3, 7
- COc1cc(C(=O)NC(CCSC)C(=O)OCC(=O)C(C)(C)C)cc(OC)c1OC (configuration not stated)
  -2, 1, -7, 2, 2, -25, 3, 0, 12
- O=S(=O)(c1ccccc1)c1nc(-c2ccco2)oc1N1CCOCC1
  -6, -29, -2, 7, 3, -5, 0, 0, 18
- CCCCc1ccc(NC(=S)NCCCN2CCOCC2)cc1
  -10, -21, 6, -5, 4, -18, 0, -5, -1
- CCCC(=O)Nc1ccc(N2CCN(C(=O)CCC)CC2)cc1
  -12, -14, 5, -4, 9, -13[fluorescence artefact?], -3, -3, 14
- CN1CCSc2ccc(C(=O)Nc3cccc(F)c3)cc21
  -3, -14, /, 1, -1, -8, 4, 1, 5
- CCN(CC)S(=O)(=O)c1ccc(OC(C)C)nc1
  -16, -23, -1, -7, -4, 0, 2, -5[fluorescence artefact?], 10
- Cc1ccc(S(=O)(=O)Cc2ccc(C(=O)NCCCN3CCN(C)CC3)o2)cc1
  -19, -16, -8, -13, -3, -11, 0, 5, -6
- COc1ccc(CC(=O)NC(C)(C)CC(C)=O)cc1OC
  8, -11, -3, 8, 3, 3, 2, 4, 8
